HIF-2a block = HIF-2a reporter inhibitors, primary screen, luminescence, 786-0 RCC cells. 786-0 RCC cells HIF-2a reporter, luciferase luminescence, overnight. inhibition, % at 18.8 µM. actives 0.72% (n = 360,000);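 active means inhibition of the luminescence signal of 40% or more relative to plate controls, in a single-dose primary screen at 18.75 µM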
CF NFkB block = inhibitors of PAF-induced NF-kB signaling, primary screen, cell-based, GFP fluorescence, uHTS; KKLEB NF-kB-GFP reporter, GFP fluorescence overnight; inhibition, % at 5 µM; actives 0.86% (n = 360,000);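 active means at least 50% inhibition at 5 µM, scaled per plate between neutral and stimulator controls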;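 further: PAF is a Pseudomonas aeruginosa culture filtrate used as stimulus; plate controls were PAF-stimulated DMSO wells for no effect and unstimulated DMSO wells for full effect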
Peg3 prom inh = Peg3 promoter-driven luciferase inhibitors, primary screen, cell-based, HeLa, luciferase luminescence; HeLa PEG-Prom luciferase reporter, overnight; inhibition, % at 20 µM; actives 1.7% (n = 360,000); AID 588405, 2011;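 active means inhibition of at least 50% at 20 µM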
KKLEB tox = cytotoxicity in KKLEB CF airway cells, primary screen, cytotoxicity control for CF NF-kB inhibitor project, cell-based, uHTS, fluorescence assay plates | KKLEB CF airway cells viability, ATPlite luminescence, overnight; stronger effect = lower value; cells stimulated with P. aeruginosa culture filtrate | activity change (cytotoxicity), % at 5 µM | actives 0.36% (n = 360,000);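 active means corrected activity change at or below -50% at 5 µM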
Shn3 3UTR inh = reduction of Shn3 3'UTR firefly luciferase signal, primary screen, Schnurri-3 inhibitor project, cell-based, Clone20 osteoblasts, set 2; Clone20 osteoblast Shn3 3'UTR firefly luciferase, 24 h; inhibition, % at 12.5 µM; actives 0.52% (n = 360,000); AID 588674, 2011;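 active means mean inhibition of at least 75% with every replicate also reaching 75%; inconclusive means mean inhibition at least 75% but some replicate below; inactive means mean inhibition below 75%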;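 further: 0% = median of neutral control wells and 100% = pilot-screen positive control compound; some compounds past the cut are filed as inactive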
TRAIL sens C8 = viability loss with TRAIL in NB7+C8 cells, primary screen, TRAIL sensitizer project, cell-based, ATPlite luminescence; AID 624354, 2012; actives 1% (n = 360,000); inhibition (viability loss, TRAIL sensitization), % at 10 µM;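 active means compounds causing at least 50% loss of cell viability in the single-dose screen, relative to plate controls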
TRPM1 prom inh = inhibitors of MITF-dependent TRPM1 promoter reporter, primary screen, cell-based, SK-MEL-5, single point, luciferase. SK-MEL-5 TRPM1 promoter luciferase, 24 h. actives 0.83% (n = 330,000). inhibition, % at 12.5 µM;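 active means mean inhibition across replicates of 60% or more, whatever share of single replicates reaches that level; inconclusive means some that reach 60%, reason not given; inactive means mean inhibition across replicates below 60%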; further: values of inactives mirror those of a sister screen read the other way
hiPSC survival = enhancers of single-cell hiPSC survival, primary screen, ATPlite luminescence; 100% = ROCK inhibitor wells, 0% = DMSO; actives 0.044% (n = 360,000); survival enhancement, % at 20 µM; in the data active means survival enhancement above about 18%;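 further: cells exposed to compounds for 16 hours before the ATP read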
NR2E3 ag-1 = inhibitors of NR2E3-RetCOR corepressor binding, primary screen, NR2E3 agonist project, biochemical, TR-FRET, GST-NR2E3, biotin-RetCOR; 1536-well; inhibition of corepressor binding, % at 4.78 µM; actives 0.12% (n = 320,000); AID 2300, 2010;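 active means percent inhibition above the cutoff of mean plus 3 SD of all tested compounds, set per screening campaign, cut at about 20% in these data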;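 further: 0% = DMSO wells and 100% = biotin wells as full block of FRET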
Target sequence (Q9Y5X4 whole entry, looked up): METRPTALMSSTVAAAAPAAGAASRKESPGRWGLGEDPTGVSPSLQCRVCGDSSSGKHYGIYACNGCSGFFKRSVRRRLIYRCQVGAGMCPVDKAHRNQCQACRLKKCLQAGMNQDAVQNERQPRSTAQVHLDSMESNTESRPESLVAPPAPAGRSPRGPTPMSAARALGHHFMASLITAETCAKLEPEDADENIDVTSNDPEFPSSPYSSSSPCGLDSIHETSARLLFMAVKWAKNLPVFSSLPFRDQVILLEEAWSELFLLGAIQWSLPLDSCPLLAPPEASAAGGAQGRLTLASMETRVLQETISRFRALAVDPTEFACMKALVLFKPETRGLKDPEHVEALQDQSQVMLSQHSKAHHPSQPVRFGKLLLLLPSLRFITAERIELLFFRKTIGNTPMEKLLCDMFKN
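System: GST-NR2E3 and biotin-RetCOR proteins; probe or stimulus: 7 nM biotin-RetCOR; doses: compound at 4.8 µM, single dose; schedule: Compound–protein incubation for 5 h at 4 °C; detection: time-resolved FRET; read-out: percent inhibition; controls: biotin wells as high control, 0.6% DMSO wells as low control; format: 1536-well plates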
NR2E3 ag-2 = NR2E3 agonists in two-hybrid cells, primary screen, cell-based, luminescence, CHO-S, Gal4-NCOR/VP16-NR2E3; actives 0.35% (n = 360,000); Photoreceptor-specific nuclear receptor (Homo sapiens), Q9Y5X4; inhibition of corepressor binding, % at 3.98 µM; luciferase; AID 602229, 2012;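 active means inhibition above the mean of all tested compounds plus 3 SD, cut at about 70% in these data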;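 further: 0% = DMSO with NR2E3 transfected cells and 100% = cells lacking NR2E3 construct; higher means lower luciferase signal from less NR2E3 corepressor binding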
LMP1 NFkB inh = EBV LMP1-driven NF-kappaB luciferase reporter inhibitors, primary screen, cell-based, luminescence, single point; LMP1-induced NF-kappaB luciferase reporter cells; inhibition, % at 12.5 µM; actives 0.69% (n = 350,000); in the data active means inhibition above about 41%; inconclusive means no clear call, values can overlap the other calls;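 further: 0% = neutral control wells and 100% = reference inhibitor control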
* hit, by the source's call; ? = inconclusive; nt = not tested or not shown. Some of the compounds tested (hit frequency here may not be typical).

mol	CF NFkB block	Peg3 prom inh	NR2E3 ag-1	TRAIL sens C8	NR2E3 ag-2	KKLEB tox	LMP1 NFkB inh	hiPSC survival	Shn3 3UTR inh	HIF-2a block	TRPM1 prom inh
Cn1c(=O)c2c(nc(N3CCCCCC3)n2CC(O)COc2ccc(Cl)cc2)n(C)c1=O (configuration not stated)	12	20	0	-1	-4	-11	-7	-0.9	4	6	-24
COCc1c(C(=O)N2CCN(c3ncccn3)CC2)oc2ccccc12	-15	9	1	-16	-27	9	1	0.1	1	7	5
CC1CCc2c(C(=O)Nc3cccc(-c4nn[nH]n4)c3)csc2C1 (configuration not stated)	21	-21	2	7	-32	-2	-2	-0.6	-19	-60	-8
Cc1cnn(Cc2cccnc2)c1N	10	4	2	-19	9	4	2	0.3	17	3	-2
CCOC(=O)c1oc2nc(CC(C)C)c3c(c2c1N)CCCC3	0	15	5	-10	-11	0	2	-0.6	-4	3	3
CCOc1ccccc1NC(=O)COC(=O)COc1c(Cl)cc(Cl)c2ccc(C)nc12	1	-1	-2	-31	-27	-2	-10	0.5	11	10	3
O=C(CSc1n[nH]c(=O)n1Cc1ccco1)Nc1ccccc1Cl	9	-37	-2	0	-17	-8	0	0.0	0	-18	5
CS(=O)(=O)c1ccc2nc(NC(=O)c3ccccc3Cl)sc2c1	-10	-49	nt	11	-55	8	-4	-0.4	-15	-97	-24
COc1cccc(/C(O)=C2/C(=O)C(=O)N(Cc3cccnc3)C2c2ccco2)c1 (configuration not stated)	5	-12	2	-4	-32	5	-4	4.9	-17	-35	13
Cc1c(C(=O)OC2CCCCC2)sc2nc[nH]c(=O)c12	20	-49	-3	1	-1	-26	-9	1.6	-2	-108	-20
CCOC(=O)C1=C(C)NC(C)=C(C(=O)OCC)C1c1cccs1	-21	-54	-2	-19	-6	12	8	2.6	21	17	-4
O=C(N/N=C/c1ccccn1)c1cccnc1	-8	8	-2	-7	-35	3	3	0.0	-17	9	7
Nc1ccc(C(=O)N/N=C/c2cn(Cc3ccccc3)c3ccccc23)cc1	9	-5	nt	1	1	-3	12	-0.1	14	-27	6
CC1(c2ccccc2)NC(=O)N(CCOc2ccccc2)C1=O (configuration not stated)	-1	7	-1	-13	2	0	0	-1.7	1	14	0
CCCCOC(=O)/C(=C/C=C/c1ccccc1)NC(=O)c1ccccc1	10	-38	-1	24	1	5	-1	-0.5	2	-65	-8
Cc1cccc(-c2nnc(SCc3cc(=O)[nH]c4ccccc34)n2C)c1	-6	16	-2	0	11	4	-4	-0.4	-1	9	-1
CCN(CC)S(=O)(=O)c1ccc(NC(=O)CCN2C(=O)C3CC=CCC3C2=O)cc1 (configuration not stated)	9	8	4	-13	-11	-12	-6	-0.2	-4	5	nt
O=C(CSc1nc(=O)n2ccccc2n1)N1CCCc2ccccc21	-2	-19	0	-5	4	7	-12	0.1	1	3	-3
Cc1ccc(CC(=O)NNC(=O)c2ccncc2)cc1C	-24	-9	5	-2	0	5	10	0.0	-2	12	1
CC(C)NC(=O)CN1CCN(Cc2nc(C(c3ccccc3)c3ccccc3)no2)CC1	0	-4	-4	26	-41	12	-2	-0.2	-7	12	0
COc1cc(Cl)ccc1NC(=S)N(CCCN1CCOCC1)Cc1cn(C)c2ccccc12	14	12	-3	4	7	-20	3	0.8	17	19	11
Cc1ccc(-c2nnc(Nc3ccc(OCC(N)=O)cc3)c3ccccc23)cc1S(N)(=O)=O	3	9	1	-6	-13	-2	-5	-0.4	-22	19	0
CC(=O)N1CCc2cc(S(=O)(=O)NCCC(=O)NCCc3ccc(Cl)cc3)ccc21	-12	11	2	9	10	3	1	0.0	60	10	17
Cc1ccc(N=Cc2c(O)cc(C)oc2=O)c(C)c1	26	7	0	-2	-7	-9	4	-0.8	-3	20	7
O=C(Nc1ccc(O)c(C(=O)O)c1)Oc1ccccc1	-6	4	-3	-23	-5	-3	1	-0.1	1	20	-4
CCc1ccc([C@@H]2C[C@H]3[C@@H](CN2S(=O)(=O)c2ccc(C)cc2)C(=O)C[C@@H](c2ccccc2F)N3S(=O)(=O)c2ccc(C)cc2)cc1	5	6	nt	1	10	-7	-6	-1.4	13	7	nt
CC(=O)Nc1nonc1NC(=O)CSc1nc2ccccc2o1	-3	-4	-2	5	13	-5	7	0.5	0	7	5
COc1cc(Cl)c(S(=O)(=O)NCCN2CCOCC2)cc1Cl	-15	18	-2	7	-7	0	-2	-1.5	9	8	6
CC(C)CN1CCC(CNC(=O)CCc2nnc(Cc3c[nH]c4ccccc34)o2)CC1	9	-3	3	-13	7	8	-1	0.1	-5	-10	2
Cc1ccc(-c2csc3ncnc(SCC(=O)c4ccc5c(c4)OCCO5)c23)cc1	8	27	1	1	0	-13	-4	1.6	0	15	15
CSc1ccccc1C(=O)Nc1cccc(C)c1	0	-41	-3	-6	-21	2	-4	-0.8	-45	-67	-10
CCN(CC(=O)NCc1cccs1)C(=O)c1cc(S(=O)(=O)N2CCCCC2)ccc1Cl	3	4	-1	-8	3	-7	-2	0.1	6	-4	1
Nc1n[nH]c(CO)n1	-9	2	nt	-1	-28	5	-12	0.4	-19	21	-4
Cn1c(Cc2ccccc2)nnc1SCC(=O)Nc1cccc(S(=O)(=O)NC2=NCCCCC2)c1	21	11	1	0	1	1	-3	0.3	1	15	-12
CCCCN(CCCC)C1=Nc2ccccc2N/C1=C(/C#N)C(=O)OCC	-1	30	1	16	-13	-7	-3	0.1	29	29	8
Cc1ccc(NS(=O)(=O)c2cccc(C(=O)N3CCCC(C)C3)c2)cc1 (configuration not stated)	2	13	2	6	11	2	1	0.2	-4	12	8

Some of these compounds in order of molar mass, ascending:
mol	CF NFkB block	Peg3 prom inh	NR2E3 ag-1	TRAIL sens C8	NR2E3 ag-2	KKLEB tox	LMP1 NFkB inh	hiPSC survival	Shn3 3UTR inh	HIF-2a block	TRPM1 prom inh
O=C(Nc1ccc(O)c(C(=O)O)c1)Oc1ccccc1	-6	4	-3	-23	-5	-3	1	-0.1	1	20	-4
Cc1ccc(NS(=O)(=O)c2cccc(C(=O)N3CCCC(C)C3)c2)cc1 (configuration not stated)	2	13	2	6	11	2	1	0.2	-4	12	8
Cc1ccc(-c2csc3ncnc(SCC(=O)c4ccc5c(c4)OCCO5)c23)cc1	8	27	1	1	0	-13	-4	1.6	0	15	15

The listing continues.
mol	CF NFkB block	Peg3 prom inh	NR2E3 ag-1	TRAIL sens C8	NR2E3 ag-2	KKLEB tox	LMP1 NFkB inh	hiPSC survival	Shn3 3UTR inh	HIF-2a block	TRPM1 prom inh
COc1cc2c(cc1OC)CN(C(=S)NC(=O)c1ccccc1)CC2	11	-60	1	-13	-4	-5	0	-0.1	21	-1	6
CC1=NN(C(C#N)c2ccccc2)C(C)(C)C1 (configuration not stated)	2	-6	5	-1	-10	3	3	-0.8	14	14	10
COc1ccccc1CCNS(=O)(=O)c1c(C)n(C)c(=O)n(C)c1=O	17	13	1	14	22	0	7	-2.6	-3	7	nt
CCn1cc(/C=C(\NC(=O)c2ccccc2F)C(=O)N2CCN(C)CC2)c2ccccc21	-1	-2	nt	-8	5	-11	-5	-1.5	-12	14	nt
CC(C)(O)C#Cc1ccc(CN2CCN(C3CCCCC3)C(CCO)C2)cc1 (configuration not stated)	11	10	2	6	5	4	-1	1.1	10	6	-10
CCn1nc(C)c(CN2CCC(C(=O)Nc3cccc(-c4cccc(F)c4)c3)CC2)c1C	24	35	3	22	-6	-9	9	-0.4	1	9	2
CCOC(=O)c1oc2cc(OCC(N)=O)ccc2c(=O)c1-c1ccc(OC)c(OC)c1	4	-8	1	16	-17	2	3	-3.2	-9	8	-16
C=CCNC(=S)NNC(=O)c1ccccc1	2	2	-1	-6	-9	2	-10	0.2	3	0	-2
O=C(NCCc1ccc(Cl)cc1)C1CCN(S(=O)(=O)N2CCC3(CC2)OCCO3)CC1	6	8	1	0	-7	6	1	-0.4	-10	-6	10
COc1ccc(CNC(=O)CCc2c(C)nc3cc(-c4ccccc4OC)nn3c2C)cc1	17	-1	0	-4	-17	0	-7	-0.1	11	49*	8
O=C(c1cc2sccc2n1Cc1ccccc1)N1CCN(c2nc3ccccc3s2)CC1	-3	15	3	18	80*	-11	26	-1.2	?	-7	11
Cc1nc(C(=O)N2CCc3c([nH]c4ccccc34)C2c2cc(F)ccc2F)cs1 (configuration not stated)	-7	-41	1	2	-2	0	-7	-0.2	4	-22	21
COc1ccc(C(C#N)CC(=O)c2ccc3c(c2)OCO3)cc1OC (configuration not stated)	-2	12	nt	1	5	-12	2	5.0	-30	5	nt
C=Cn1c(C(=O)O)cc(CC)c1-c1ccccc1	-12	-6	-1	-12	-10	8	1	-0.6	2	15	0
Cc1ccccc1-c1nnc(SCC(=O)N(C)C2CCS(=O)(=O)C2)n1C (configuration not stated)	2	-5	nt	8	-21	1	-4	-0.3	-10	6	6
CCOC(=O)c1c(NC(=O)Cn2ccsc2=N)sc(C)c1C	0	0	-2	-5	10	-7	7	-1.1	0	5	3
CCOC(=O)N1CCN(C(=O)c2ccc(CN(c3ccc(C)c(C)c3)S(C)(=O)=O)cc2)CC1	-8	15	4	-9	2	8	1	-3.0	40	10	18
Cc1cccc(NC(=O)CSc2nnc([C@@H]3CCCN3C(=O)OC(C)(C)C)o2)c1C	4	4	-2	0	-3	8	-21	-0.1	7	18	10
COc1ccc(CN2CCCC(C(=O)N3CCCCC3)C2)c(OC)c1 (configuration not stated)	2	6	0	6	-43	-4	7	-0.5	-45	9	1
CC(=O)C1=CCC(c2cccs2)N(S(=O)(=O)c2ccc(C)cc2)C1 (configuration not stated)	-4	10	nt	-11	4	-4	nt	-1.6	0	8	nt
CCN(CC)C(=O)C1=C(C)N(CCCN2CCCC2=O)C(=O)C(CC(=O)NC2CCCCC2)C1 (configuration not stated)	-15	-8	nt	-9	-15	-7	3	-2.8	-21	4	nt
O=C(Nc1nc2ccccc2[nH]1)C1CCN(C(=O)c2ccc(F)cc2)CC1	6	2	-3	-1	2	0	2	-0.4	6	-7	-1
Cc1cc(C)cc(NC(=S)N2CCN(c3ncccn3)CC2)c1	1	9	2	-9	26	7	-2	-1.9	-19	2	4

Screening data: PubChem BioAssay, several laboratories
